Y pestis TopoI: Yersinia pestis topoisomerase I inhibitors, primary screen, biochemical, cleavage product accumulation, plate reader, single point | DNA topoisomerase I (Yersinia pestis CO92) | Y. pestis Topo-I cleavage product accumulation | activity, % at 10 µM | 0.064% of 360,000 active; in the data active = activity above about 50%, passing the limit was not always enough; also: inactives centre near 2
UGM FP inh: M. tuberculosis UGM enzyme inhibitors, primary screen, biochemical, fluorescence polarization, single point | purified UGM, fluorescence polarization probe displacement | inhibition, % at 10 µM | 0.06% of 320,000 active | AID 504406, 2011; in the data active = inhibition above about 10%, passing the limit was not always enough
Target sequence (P9WIQ1 whole entry, looked up): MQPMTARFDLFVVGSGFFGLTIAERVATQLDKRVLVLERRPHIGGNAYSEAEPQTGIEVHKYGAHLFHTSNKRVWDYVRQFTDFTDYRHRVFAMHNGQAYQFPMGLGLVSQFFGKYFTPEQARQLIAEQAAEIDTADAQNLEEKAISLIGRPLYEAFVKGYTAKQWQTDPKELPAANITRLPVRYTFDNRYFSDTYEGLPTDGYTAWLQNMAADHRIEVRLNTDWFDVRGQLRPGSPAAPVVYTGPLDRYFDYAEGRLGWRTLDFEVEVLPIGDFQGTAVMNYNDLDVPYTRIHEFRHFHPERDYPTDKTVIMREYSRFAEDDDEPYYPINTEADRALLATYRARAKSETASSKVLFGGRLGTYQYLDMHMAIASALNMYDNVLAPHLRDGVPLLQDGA
Mtb BioA inh: M. tuberculosis BioA enzyme inhibitors, primary screen, biochemical, plate reader, single point, HTS; purified M. tuberculosis BioA enzyme; inhibition, % at 9.99 µM; 0.096% of 360,000 active; AID 602481, 2012; in the data active = inhibition above about 40%
GDH-TPI counter: GDH-TPI coupling enzyme inhibitors, primary screen, artefact control for M. tuberculosis FBA inhibitor project, biochemical, absorbance, full deck; inhibition, % at 4.8 µM; 1.2% of 360,000 active; GDH-TPI coupled enzyme counterscreen, NADH absorbance; in the data active = inhibition above about 30%;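 also: 0% = DMSO wells and 100% = wells lacking the enzyme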
BH1578 lux ind: inducers of Vibrio cholerae quorum light production without autoinducers, primary screen, BH1578 luxS cqsA deficient, single point; V. cholerae BH1578 lux reporter, luminescence, 6 h; activation, % at 18.7 µM; 0.16% of 350,000 active; AID 588436, 2011; in the data active = activation mostly above about 9.7%, no sharp cut-off; also: not every result past the cut was called active; inactives centre near 0; reference of the scale not given here
PfHsp40 yeast: rescue of yeast from PfHsp40 toxicity, primary screen, S. cerevisiae, ATP luminescence | S. cerevisiae expressing PfHsp40, growth rescue | growth rescue, % at 12.5 µM | 0.68% of 340,000 active; in the data active = growth rescue above about 28%, passing the limit was not always enough;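 also: yeast W303a lacking pdr1 and pdr3 grown in galactose medium; growth measured after three days at 30 °C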
FadD28 binding: inhibitors of FadD28 bisubstrate probe binding, primary screen, biochemical, fluorescence polarization, single point; Mycobacterium tuberculosis FadD28 fatty-acid-AMP ligase; 0.22% of 360,000 active; inhibition, % at 12.5 µM; in the data active = inhibition above about 8.5%, passing the limit was not always enough
TcdB GH inh: TcdB glycohydrolase inhibitors, primary screen, biochemical, single point, plate reader; Toxin B (Clostridioides difficile), P18177; 0.24% of 350,000 active; inhibition, % at 9.99 µM; TcdB glycohydrolase enzymatic assay; in the data active = inhibition above about 10%
FBA Mtb inh: Mtb FBA enzyme inhibitors, primary screen, biochemical, fluorescence, strain H37Rv. 2.3% of 360,000 active. inhibition, % at 1 µM. purified M. tuberculosis FBA, fluorescence read-out; in the data active = inhibition above about 27%;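 also: 0% = vehicle and 100% = reference inhibitor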
Target sequence (P9WQA3 whole entry, looked up): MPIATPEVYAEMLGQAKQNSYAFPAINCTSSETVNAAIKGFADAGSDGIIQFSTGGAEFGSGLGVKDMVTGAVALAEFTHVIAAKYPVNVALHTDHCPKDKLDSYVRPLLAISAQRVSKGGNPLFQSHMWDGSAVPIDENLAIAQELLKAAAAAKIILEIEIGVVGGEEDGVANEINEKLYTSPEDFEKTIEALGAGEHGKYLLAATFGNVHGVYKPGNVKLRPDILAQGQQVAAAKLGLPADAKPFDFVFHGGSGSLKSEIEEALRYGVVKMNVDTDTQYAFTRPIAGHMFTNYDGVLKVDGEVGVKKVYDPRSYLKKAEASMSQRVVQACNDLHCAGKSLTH
Starred values were filed as active, the others as inactive; i = inactive; . = no result given; + = active, no number; & = joins results of further samples. Rows were taken by chance. About 4.6% of those tested had a hit in this group.

mol,Y pestis TopoI,UGM FP inh,Mtb BioA inh,GDH-TPI counter,BH1578 lux ind,PfHsp40 yeast,FadD28 binding,TcdB GH inh,FBA Mtb inh
CCOc1ccc(NC(=O)NN2C(C)CCCC2C)cc1 (centres undefined),1.8,1.2,1.9,-11.2,8.3,-0.2,0.3,0.3,-0.6
O=C(CCCNC(=O)c1ccc(Cl)cc1)Nc1nccs1,-4.6,0.6,-4.6,6.2,-0.9,0.0,-0.8,1.5,-3.0
O=S(=O)(c1cc(Cl)cc(Cl)c1)N1Cc2cc(-c3ccccc3)ccc2-n2nncc2C1,.,.,-3.0,.,.,.,-3.6,1.2,-3.3
COc1ccc(OC)c(/C=N/NC(=O)c2cc[n+](Cc3ccccc3)cc2)c1,-6.1,3.2,3.2,14.1,-0.8,-0.1,-1.2,-3.1,3.8
O=C(Cn1ccc([N+](=O)[O-])n1)Nc1nccs1,-4.4,-1.3,0.7,5.6,-0.3,1.2,-0.7,-8.6,-2.8
C=CCN(C(=O)CSC1=NC(=O)CN1C(C)=O)c1nc(C)c(-c2ccccc2)s1,6.3,0.2,.,7.4,-0.4,-1.4,-2.4,1.5,4.6
CCN(CC)c1ccc(NC(=O)c2cccc(C)c2)cc1S(=O)(=O)Nc1ccccc1OC,8.6,-0.3,.,12.9,i,1.2,0.4,-0.5,-0.1
CC1CN(C(=O)c2cc3c(=O)n4ccccc4nc3n2C)CC(C)O1 (centres undefined),2.9,-1.8,-1.5,25.9,-5.3,0.3,-1.3,-0.9,+

The final three compounds of the section before open the next one.
mol,Y pestis TopoI,UGM FP inh,Mtb BioA inh,GDH-TPI counter,BH1578 lux ind,PfHsp40 yeast,FadD28 binding,TcdB GH inh,FBA Mtb inh
C=CCN(C(=O)CSC1=NC(=O)CN1C(C)=O)c1nc(C)c(-c2ccccc2)s1,6.3,0.2,.,7.4,-0.4,-1.4,-2.4,1.5,4.6
CCN(CC)c1ccc(NC(=O)c2cccc(C)c2)cc1S(=O)(=O)Nc1ccccc1OC,8.6,-0.3,.,12.9,i,1.2,0.4,-0.5,-0.1
CC1CN(C(=O)c2cc3c(=O)n4ccccc4nc3n2C)CC(C)O1 (centres undefined),2.9,-1.8,-1.5,25.9,-5.3,0.3,-1.3,-0.9,+
c1ccc(-c2cc3c(ccc4nonc43)nn2)cc1,-5.9,1.1,-1.1,-0.3,2.6,0.6,0.1,.,-5.0
CCn1c(CCC(=O)Nc2nc3c(s2)CCCC3)nc2cc(S(=O)(=O)N(C)C)ccc21,31.5,0.7,-1.1,-2.8,-4.0,3.3,-3.8,.,-1.6
CC(=O)c1ccc(NC(=O)[C@@H]2CCCN2C(=O)OC(C)(C)C)cc1,-1.1,-0.6,-1.8,8.6,i,1.3,1.5,-1.1,2.7
O=C(CN1CCCC1)NC(c1ccccc1)c1ccccc1,0.4,0.0,-0.5,7.4,i,-0.2,-1.1,-0.9,-1.0
COc1ccc2oc(=O)c(C(=O)NC3CCCCCC3)cc2c1,-10.6,0.9,-0.5,17.0,i,3.6,1.2,0.6,9.7
CC(C)CNC(=O)c1noc2c1CCCC2,4.6,-0.3,2.1,-3.4,-0.1,-1.0,-2.6,-1.5,1.9
CCCCNC(=O)CCn1c(=O)c2cccn2c2ccc(F)cc21,3.4,-2.4,-2.1,2.5,-0.6,0.9,-1.8,0.2,0.3
CN(CCc1ccccn1)Cc1ccc(Cl)c(Cl)c1,-4.5,0.9,-2.0,10.9,-0.2,-1.4,1.0,0.2,2.4
C/C(=N\Nc1ccccc1)c1cccs1,5.9,.,-1.4,-0.9,i,1.1,-0.3,0.3,-1.7
COc1ccc(C2=NS(=O)(=O)N(C)C(C(=O)NCc3ccccc3)=C2)cc1OC,11.5,2.9,-1.7,17.7,-0.2,-1.0,-1.7,0.4,-2.8
CCc1ccccc1NC(=O)CN(C)C(=O)c1cc(C2CC2)nc2c1cnn2C(C)C,-5.1,-0.5,-2.0,9.2,0.5,-1.0,0.1,3.0,0.6
Cc1ccc(SCCNC(=O)c2ccccc2)cc1,7.4,-2.2,.,3.1,2.9,8.3,0.4,.,2.4
CCOC(=O)CC(=O)CSc1nc(N)c(C#N)c(-c2ccc(Cl)cc2)c1C#N,3.9,-2.1,-1.9,22.8,i,4.2,-0.2,-5.8,8.6
CCOC(=O)/C(=C/C=C1\Sc2ccccc2N1CC)C(C)=O,4.6,-7.1,-19.1,7.9,i,0.8,1.0,.,-37.0
C=CCn1c(=NC(=O)c2ccc(S(=O)(=O)N3CCc4ccccc4C3)cc2)sc2cc(S(N)(=O)=O)ccc21,33.6,-1.1,-1.0,25.6,i,0.5,-2.0,0.3,26.0
C=CCCN(C(C(=O)OC)C(C)C)S(=O)(=O)c1ccccc1Br (centres undefined),12.1,2.0,-1.6,8.5,i,-0.7,-1.0,3.4,6.2
COc1ccc(CN(C)CC(=O)Nc2cc(OC)c([N+](=O)[O-])cc2C)c(OC)c1,24.2,-1.7,.,-0.7,-0.3,1.0,-3.0,.,0.9
O=C(C(=O)N1CCN(c2ccccc2)CC1)c1cn(CC(=O)N2CCCCCC2)c2ccccc12,-2.5,2.0,-1.2,-3.5,-7.7,-0.7,-1.8,-1.0,-1.5
COc1ccc(CCNC(=O)c2nnn(-c3ccccc3OC)c2N)cc1OC,7.5,2.0,3.3,-6.7,i,-0.3,-1.1,.,1.6
CC/C(C)=N/NC(=O)c1[nH]c2ccc(C)cc2c1-c1ccccc1,2.1,2.0,-0.7,2.5,-0.2,6.0,-3.4,-1.2,4.0
NC(=O)CC1(CC(=O)O)CCCCC1,-4.6,0.0,0.2,-8.3,-0.2,0.0,-3.1,.,-0.3
CCOc1cc(/C=N/n2cnnc2)ccc1OS(=O)(=O)c1ccc(C)cc1,23.9,-1.4,.,3.7,-0.4,1.7,-5.8,2.0,1.8
CCc1nc2c(OCCn3cccc3)cccn2c1N(C)C(=O)c1ccc(OC)cc1,6.7,.,-0.6,9.3,-0.8,.,-2.1,-2.0,0.0
CC(=O)OC[C@@H]1CN(Cc2ccccc2)C[C@H](n2cnc3c(NCc4ccc(F)cc4)ncnc32)O1,-9.8,.,-2.4,8.8,i,.,-3.2,2.1,4.1
O=c1[nH]c(SCc2cccc(F)c2)nc2ccccc12,-2.0,-1.5,.,-2.4,-0.4,1.4,-0.3,1.8,2.2
Cc1cc(NS(=O)(=O)c2c(C)[nH]c(=O)[nH]c2=O)ccc1Br,7.0,-3.2,0.1,0.7,-0.3,0.7,-0.9,3.7,-0.8
OCC1(Cc2ccccc2C(F)(F)F)CCN(Cc2ccc3c(c2)CCO3)CC1,0.3,-2.5,.,-10.4,-1.5,-0.7,-3.7,2.2,1.3
CN(CC(=O)N1CCCCC1)S(=O)(=O)c1cccc2cccnc12,2.3,-0.7,0.3,8.2,-0.2,0.2,-1.4,1.2,-0.2
Cc1cc(C(=O)NNC(=O)c2cccs2)c(C)o1,0.1,-3.0,-2.8,5.6,i,-0.2,.,0.3,4.3
O=Cc1c(NCc2ccc(Cl)cc2)c2ccccc2[nH]c1=O,12.5,-1.0,-0.8,16.1,i,-1.0,-5.0,1.5,-2.2
CC(C)N(Cc1ccccc1)C(=O)CN1C(=O)NC2(CCCCCC2)C1=O,5.4,-1.1,1.3,-1.9,0.5,0.2,0.2,-0.4,1.1
CCC1CCCCN1S(=O)(=O)c1ccc(C(=O)Nc2nnc(-c3cccs3)o2)cc1 (centres undefined),8.4,4.2,0.6,67.6*,-7.1,59.6*,1.3,.,2.2

Next section (2 carried over from the part before).
mol,Y pestis TopoI,UGM FP inh,Mtb BioA inh,GDH-TPI counter,BH1578 lux ind,PfHsp40 yeast,FadD28 binding,TcdB GH inh,FBA Mtb inh
CC(C)N(Cc1ccccc1)C(=O)CN1C(=O)NC2(CCCCCC2)C1=O,5.4,-1.1,1.3,-1.9,0.5,0.2,0.2,-0.4,1.1
CCC1CCCCN1S(=O)(=O)c1ccc(C(=O)Nc2nnc(-c3cccs3)o2)cc1 (centres undefined),8.4,4.2,0.6,67.6*,-7.1,59.6*,1.3,.,2.2
O=C(Nc1cccc(F)c1)N1CCN(C(=O)c2ccco2)CC1,2.6,-2.0,19.2,2.0,i,-0.2,-3.6,0.6,-1.9
COC(=O)C1=C(C)NC(=O)NC1c1c(O)ccc2ccccc12 (centres undefined),6.6,2.8,5.8,4.3,0.4,0.5,-0.4,0.8,2.5
COc1ccc(C)c2sc(=NC(=O)C(C)C)n(C)c12,7.6,-1.2,-1.2,-4.0,-0.6,-0.5,-0.6,-0.8,1.7
O=C1CCCN2N=C(SCC(=O)Nc3ccc(F)cc3F)SC2=N1,7.9,0.2,7.0,-2.3,-0.4,-1.7,1.4,-0.1,-1.1
Cc1ccc2nc(/C(C#N)=C\c3ccc(Oc4ccc(C(F)(F)F)cc4[N+](=O)[O-])cc3)[nH]c2c1,-10.0,-1.2,.,13.9,-0.2,0.5,0.3,-0.2,1.6
COC(=O)C(C(=O)Nc1ccccc1C)C1CCCC1 (centres undefined),0.6,-0.2,.,8.1,i,0.0,-1.2,.,1.2
CCCCN1CCc2c([nH]c3ccccc23)C1=O,4.3,-0.4,-0.7,4.9,-0.6,0.9,-1.8,.,1.9
Clc1cccc(Cl)c1Cn1cc(Br)cn1,12.4,-0.4,1.6,5.6,-0.2,-1.2,-2.0,0.3,-2.0
O=C(NCCNC(=O)c1ccco1)c1ccco1,-6.4,-0.9,-6.1,7.8,-0.2,-0.6,1.1,1.0,0.7
Cc1cccc(OCC(=O)NNC(=O)c2cc3ccccc3oc2=O)c1,0.3,-1.0,-0.8,13.6,-0.4,-0.4,0.8,.,1.4
CCOc1cc(C(=O)NC(C)COC)cc(OCC)c1OCC (centres undefined),-4.9,-0.7,0.8,-5.9,-0.3,0.0,2.1,.,1.8
COc1ccc(-c2cnc3c(c2)C(=O)N([C@H](C)CO)C[C@@H](C)[C@@H](CN(C)C(=O)NC2CCCC2)O3)cc1,1.1,.,0.1&-0.9,-5.2,-0.3,.,-3.4,1.0&0.4&0.1,-1.2
O=C(Nc1nc2ccc(S(=O)(=O)N3CCCC3)cc2s1)c1ccco1,-5.9,0.4,.,39.0*,-0.3,-0.7,1.2,0.3,19.9
Cc1occc1C(=O)N/N=C/c1cccnc1,-9.8,1.3,6.8,-0.8,-1.7,-1.2,-4.8,1.6,0.4
CN1CCN(c2nc3c(c(=O)n(C)c(=O)n3C)n2Cc2cccc(Br)c2)CC1,8.1,2.6,-1.9,22.4,i,3.0,-1.9,-0.3,1.3
Nn1c(SCC(=O)NNC(=O)c2ccccc2)nnc1-c1ccccc1F,4.5,-1.6,1.8,-1.1,-0.9,-0.2,0.9,0.6,-0.9
O=C(NCC(c1ccco1)N1CCN(c2ccc(F)cc2)CC1)C(=O)NC1CCCC1 (centres undefined),6.3,2.0,-1.2,0.0,i,0.3,-0.8,0.2,0.6
COc1ccc(NC(=O)CN2CCCN(S(=O)(=O)c3ccc(F)cc3)CC2)cc1,-5.0,-0.4,0.9,11.2,i,0.2,-0.3,1.0,0.9
CCO[C@H]1OC(C(=O)N2CCN(C)CC2)=C[C@@H](c2ccc(C(F)(F)F)cc2)[C@@H]1CCCO,-7.5,-4.0,0.0&0.9,-6.2,-19.1,-0.8,-4.2,0.0&-0.6,2.4
CCc1ccc(-n2c(=S)sc3c(=O)n(-c4ccccc4C)c(SCC(=O)O)nc32)cc1,10.0,-0.2,.,15.4,i,4.2,-0.8,-0.6,-2.9
FC(F)(F)c1nc2ccccc2nc1N/N=C\c1ccccc1,-9.3,-2.7,-0.3,24.1,i,0.3,2.3,.,14.8
